CF NFkB block: inhibitors of PAF-induced NF-kB signaling, primary screen, cell-based, GFP fluorescence, uHTS; KKLEB NF-kB-GFP reporter, GFP fluorescence overnight; hit rate 0.86% among 360,000; inhibition, % at 5 µM;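 active = at least 50% inhibition at 5 µM, scaled per plate between neutral and stimulator controls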;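 note: PAF is a Pseudomonas aeruginosa culture filtrate used as stimulus; plate controls were PAF-stimulated DMSO wells for no effect and unstimulated DMSO wells for full effect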
Shn3 3UTR inh: reduction of Shn3 3'UTR firefly luciferase signal, primary screen, Schnurri-3 inhibitor project, cell-based, Clone20 osteoblasts, set 2; Clone20 osteoblast Shn3 3'UTR firefly luciferase, 24 h; hit rate 0.52% among 360,000; AID 588674, 2011; inhibition, % at 12.5 µM;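 active = mean inhibition of at least 75% with every replicate also reaching 75%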;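 note: 0% = median of neutral control wells and 100% = pilot-screen positive control compound; some compounds past the cut are filed as inactive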
TRAIL sens C8: viability loss with TRAIL in NB7+C8 cells, primary screen, TRAIL sensitizer project, cell-based, ATPlite luminescence | inhibition (viability loss, TRAIL sensitization), % at 10 µM | hit rate 1% among 360,000 | AID 624354, 2012;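 active = compounds causing at least 50% loss of cell viability in the single-dose screen, relative to plate controls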
TWEAK-Fn14 inh: inhibitors of TWEAK-Fn14 signaling, primary screen, luciferase reporter cells, uHTS; AID 1159606, 2016; hit rate 2% among 360,000; inhibition, % at 10 µM; TWEAK-stimulated Fn14 reporter cells, luciferase luminescence, 8 h; in the data active = inhibition above about 50%
NR2E3 ag-1: inhibitors of NR2E3-RetCOR corepressor binding, primary screen, NR2E3 agonist project, biochemical, TR-FRET, GST-NR2E3, biotin-RetCOR; inhibition of corepressor binding, % at 4.78 µM; Photoreceptor-specific nuclear receptor (Homo sapiens), Q9Y5X4; hit rate 0.12% among 320,000; AID 2300, 2010; 1536-well;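 active = percent inhibition above the cutoff of mean plus 3 SD of all tested compounds, set per screening campaign, cut at about 20% in these data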;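 note: 0% = DMSO wells and 100% = biotin wells as full block of FRET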
Target sequence (Q9Y5X4 whole entry, looked up): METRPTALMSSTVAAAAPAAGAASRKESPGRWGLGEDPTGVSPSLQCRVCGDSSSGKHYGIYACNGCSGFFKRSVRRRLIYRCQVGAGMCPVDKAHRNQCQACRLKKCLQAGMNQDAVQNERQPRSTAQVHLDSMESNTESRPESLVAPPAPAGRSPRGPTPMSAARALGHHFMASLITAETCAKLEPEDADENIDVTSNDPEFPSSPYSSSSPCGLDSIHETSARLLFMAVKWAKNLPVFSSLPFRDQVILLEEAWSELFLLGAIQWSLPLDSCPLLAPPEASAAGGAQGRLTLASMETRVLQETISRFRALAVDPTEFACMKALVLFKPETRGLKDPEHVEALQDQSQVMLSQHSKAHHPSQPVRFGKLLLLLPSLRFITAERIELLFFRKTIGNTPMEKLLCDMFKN
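Material: NR2E3–RetCOR corepressor complex | Quantity: 1.35 nM GST-tagged NR2E3 final | Schedule: 5 h at 4 °C | Replication: Singlicate compound wells | Reagent: RetCOR corepressor, biotinylated, 7 nM | Controls: Biotin wells as high control, 0.6% DMSO wells as low control | Signal: TR-FRET, Eu(K)-anti-GST donor, streptavidin-D2 acceptor, ex 340, em 617/671 nm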
NR2E3 ag-2: NR2E3 agonists in two-hybrid cells, primary screen, cell-based, luminescence, CHO-S, Gal4-NCOR/VP16-NR2E3. hit rate 0.35% among 360,000. inhibition of corepressor binding, % at 3.98 µM. AID 602229, 2012. Photoreceptor-specific nuclear receptor (Homo sapiens), Q9Y5X4. luciferase;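 active = inhibition above the mean of all tested compounds plus 3 SD, cut at about 70% in these data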;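 note: 0% = DMSO with NR2E3 transfected cells and 100% = cells lacking NR2E3 construct; higher means lower luciferase signal from less NR2E3 corepressor binding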
Peg3 prom inh: Peg3 promoter-driven luciferase inhibitors, primary screen, cell-based, HeLa, luciferase luminescence. HeLa PEG-Prom luciferase reporter, overnight. inhibition, % at 20 µM. hit rate 1.7% among 360,000;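 active = inhibition of at least 50% at 20 µM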
KKLEB tox: cytotoxicity in KKLEB CF airway cells, primary screen, cytotoxicity control for CF NF-kB inhibitor project, cell-based, uHTS, fluorescence assay plates; activity change (cytotoxicity), % at 5 µM; KKLEB CF airway cells viability, ATPlite luminescence, overnight; stronger effect = lower value; cells stimulated with P. aeruginosa culture filtrate; AID 602141, 2011; hit rate 0.36% among 360,000;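 active = corrected activity change at or below -50% at 5 µM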
TRPM1 prom inh: inhibitors of MITF-dependent TRPM1 promoter reporter, primary screen, cell-based, SK-MEL-5, single point, luciferase; SK-MEL-5 TRPM1 promoter luciferase, 24 h; hit rate 0.83% among 330,000; inhibition, % at 12.5 µM; AID 488899, 2010;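 active = mean inhibition across replicates of 60% or more, whatever share of single replicates reaches that level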; note: values of inactives mirror those of a sister screen read the other way
HIF-2a block: HIF-2a reporter inhibitors, primary screen, luminescence, 786-0 RCC cells | 786-0 RCC cells HIF-2a reporter, luciferase luminescence, overnight | inhibition, % at 18.8 µM | hit rate 0.72% among 360,000 | AID 624352, 2012;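 active = inhibition of the luminescence signal of 40% or more relative to plate controls, in a single-dose primary screen at 18.75 µM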
TROY NFkB inh: inhibitors of TROY-driven NF-kB signaling, primary screen, Q293 LMP1-TROYcd cells, NF-kB luciferase, uHTS. Q293 LMP1-TROYcd NF-kB luciferase reporter, 4 h. inhibition, % at 10 µM. hit rate 0.98% among 360,000. AID 1347056, 2019;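 active = compounds whose plate-normalised and pattern-corrected inhibition of the luciferase reporter signal at the single screening dose is 50% or more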
* hit, by the source's call; · = not tested or not shown. These rows are one share of the data, so the mix of outcomes need not match the whole.

SMILES	CF NFkB block	Shn3 3UTR inh	TRAIL sens C8	TWEAK-Fn14 inh	NR2E3 ag-1	NR2E3 ag-2	Peg3 prom inh	KKLEB tox	TRPM1 prom inh	HIF-2a block	TROY NFkB inh
CCn1c(SCC(=O)NNC(=O)c2ccccc2)nnc1-c1ccncc1	-8	0	16	18	0	13	7	4	9	15	-3
CCC(C)C(CO)NC(=O)/C=C/[C@H]1O[C@@H](n2cnc3c(NC(=O)c4ccccc4)ncnc32)[C@H](O)[C@@H]1O (stereo not given in full)	-6	1	4	-9	·	12	11	-6	·	4	3
O=C(CSc1n[nH]c(-c2cccnc2)n1)Nc1ccc(Br)cc1	-17	6	-11	26	3	16	1	10	8	6	-5
COC(=O)C(Sc1ccc(Cl)cc1)C1SC(=S)N(Cc2ccccc2)C1=O (stereo not given)	58*	39	26	14	·	-57	10	-11	·	-6	-10
Cc1cc(C)nc(/N=C(\NC(=O)C(C)(C)C)Nc2ccccc2)n1	13	11	6	-13	-2	1	7	0	-7	2	-12
COc1ccc(F)cc1-c1cc(C(=O)NCc2cccc(Cl)c2)[nH]n1	-70	-4	11	-16	·	-17	-1	-1	·	0	-7
Cc1ccc(NC(=O)C2CCN(S(=O)(=O)c3c(C)noc3/C=C/c3ccco3)CC2)nc1	-8	49	30	32	3	9	16	8	72*	7	19
CC(C)NC(=O)c1cc2c(-c3ccc(Cl)cc3)nn(C)c2s1	2	18	6	-3	5	-6	8	-33	24	24	-7
CCc1nc(NCc2ccc3c(c2)OCO3)c2oc3ccccc3c2n1	0	10	12	3	-3	-19	-17	0	8	-76	20
CN1CCN(CC(=O)Nc2ccc([N+](=O)[O-])cc2Br)CC1	2	-10	3	2	3	-8	14	-6	6	12	-17
COc1cccc(NC(=O)c2cc([N+](=O)[O-])ccc2NC(=O)CNCC2CCCO2)c1 (stereo not given)	-16	-3	-7	-7	-3	-12	21	7	11	17	0
N#CCC(=O)Nc1ccc(C(=O)OCC(=O)N2CCCC2=O)cc1	14	-13	-25	-7	1	-7	-24	-20	3	2	26
Cc1c(C#N)c(N)c(C(=O)c2ccccc2)n1Cc1ccccc1	-14	-28	2	-12	-6	-38	17	5	7	31	-4
O=C(c1cccc(C(F)(F)F)c1)c1c[nH]c(C(=O)NCCCN2CCOCC2)c1	-6	0	6	-8	-1	14	19	8	13	8	1
COCCCN1CN=C(NS(=O)(=O)c2ccc(C)cc2)NC1	0	-1	-8	51	3	-1	-7	0	3	0	-28
Cc1cc(=O)[nH]c(SCC(=O)N2CCCCC2)n1	14	-12	-10	18	2	-12	-12	7	8	17	27
Cc1nc2nc(SCC(=O)NCc3ccco3)nn2c(C)c1Cc1c(F)cccc1Cl	18	9	19	-17	0	13	20	-6	-2	17	11
Cc1cc(OCC(=O)N2CCC(C(N)=O)CC2)c2c(C)cc(=O)oc2c1	-24	-3	6	-5	-4	-8	-3	2	-9	6	-19
CN(Cc1ccccc1)C(=O)c1ccc(NC(=O)Cc2cccc(NC(=O)C3CCCN(C(=O)CCc4ccccc4)C3)c2)cc1 (stereo not given)	24	21	10	34	1	-15	6	5	28	17	23
N#Cc1c(/N=C/c2cccs2)sc2c1CCCCC2	-4	-48	54*	28	1	-14	-299	-22	-45	-112	0
NC(=NC(=O)c1ccccc1)N1CCN(C(c2ccccc2)c2ccccc2)CC1	5	13	15	-41	-1	-6	11	4	9	18	14
CCN(CC)S(=O)(=O)c1ccc(NCCc2ccccn2)nc1	-3	6	-19	8	-1	-31	-8	2	-3	-6	-8
COc1ccc(/C=C2\N=C(SC)SC2=O)cc1OC	5	8	4	0	1	5	2	-6	-7	17	0
CCOC(=O)N1CCN(C(=S)NC(=O)c2cc(Br)ccc2Cl)CC1	4	7	-8	-7	2	-10	9	4	2	12	16
COc1ccccc1CCC(=O)OCC(=O)Nc1cc(C)nn1-c1ccccc1	-11	3	0	4	-4	-11	21	4	-5	-3	-13
O=C(CN1CCN(Cc2ccc(Cl)cc2)CC1)N/N=C/c1ccncc1	7	4	-12	-1	-1	-8	7	-4	10	22	7
CC(OC(=O)c1ccc(NC(=O)CC#N)cc1)C(=O)Nc1ccc(Oc2ccccc2)cc1 (stereo not given)	-4	-2	-11	-12	-3	-2	3	8	7	-7	-13
Cn1c(SCc2nc(-c3cccs3)no2)nnc1C1CCCCC1	17	6	0	-23	2	-21	7	-8	6	8	4
CC(=O)Nc1ccc2c(c1)C(N1CC3CCC(CC3)C1)c1ccccc1-2 (stereo not given)	28	4	-6	0	·	-5	21	-6	11	6	-6
CSc1nnnn1-c1c(C)cc(C)cc1C	-1	2	12	7	2	-9	8	1	0	14	11

Part of the list above in order of length of the SMILES, high to low:
SMILES	CF NFkB block	Shn3 3UTR inh	TRAIL sens C8	TWEAK-Fn14 inh	NR2E3 ag-1	NR2E3 ag-2	Peg3 prom inh	KKLEB tox	TRPM1 prom inh	HIF-2a block	TROY NFkB inh
CCC(C)C(CO)NC(=O)/C=C/[C@H]1O[C@@H](n2cnc3c(NC(=O)c4ccccc4)ncnc32)[C@H](O)[C@@H]1O (stereo not given in full)	-6	1	4	-9	·	12	11	-6	·	4	3
Cc1ccc(NC(=O)C2CCN(S(=O)(=O)c3c(C)noc3/C=C/c3ccco3)CC2)nc1	-8	49	30	32	3	9	16	8	72*	7	19
O=C(c1cccc(C(F)(F)F)c1)c1c[nH]c(C(=O)NCCCN2CCOCC2)c1	-6	0	6	-8	-1	14	19	8	13	8	1
Cc1nc2nc(SCC(=O)NCc3ccco3)nn2c(C)c1Cc1c(F)cccc1Cl	18	9	19	-17	0	13	20	-6	-2	17	11
Cc1cc(OCC(=O)N2CCC(C(N)=O)CC2)c2c(C)cc(=O)oc2c1	-24	-3	6	-5	-4	-8	-3	2	-9	6	-19
CC(=O)Nc1ccc2c(c1)C(N1CC3CCC(CC3)C1)c1ccccc1-2 (stereo not given)	28	4	-6	0	·	-5	21	-6	11	6	-6
COc1ccc(F)cc1-c1cc(C(=O)NCc2cccc(Cl)c2)[nH]n1	-70	-4	11	-16	·	-17	-1	-1	·	0	-7
O=C(CN1CCN(Cc2ccc(Cl)cc2)CC1)N/N=C/c1ccncc1	7	4	-12	-1	-1	-8	7	-4	10	22	7
N#CCC(=O)Nc1ccc(C(=O)OCC(=O)N2CCCC2=O)cc1	14	-13	-25	-7	1	-7	-24	-20	3	2	26
Cc1c(C#N)c(N)c(C(=O)c2ccccc2)n1Cc1ccccc1	-14	-28	2	-12	-6	-38	17	5	7	31	-4
Cn1c(SCc2nc(-c3cccs3)no2)nnc1C1CCCCC1	17	6	0	-23	2	-21	7	-8	6	8	4
N#Cc1c(/N=C/c2cccs2)sc2c1CCCCC2	-4	-48	54*	28	1	-14	-299	-22	-45	-112	0
CSc1nnnn1-c1c(C)cc(C)cc1C	-1	2	12	7	2	-9	8	1	0	14	11

New compounds follow
SMILES	CF NFkB block	Shn3 3UTR inh	TRAIL sens C8	TWEAK-Fn14 inh	NR2E3 ag-1	NR2E3 ag-2	Peg3 prom inh	KKLEB tox	TRPM1 prom inh	HIF-2a block	TROY NFkB inh
CCn1cc(C(=O)NCc2ccc(Cl)cc2)c(=O)c2cc(S(=O)(=O)N(C)C)ccc21	21	17	12	-12	1	-34	26	-16	-5	24	2
CCc1ccc(OCC(=O)NNC(=O)CSc2ncnc3sc(C)c(C)c23)cc1	-17	45	1	-2	0	-1	9	12	11	18	-1
CCN(CC)C(=O)c1cnn(-c2ccccc2)c1NC(=O)c1ccco1	14	20	17	4	-2	13	4	0	0	11	-18
CCc1nc2c(OCCOc3ccccc3)cccn2c1N(C)C(=O)c1cccs1	-9	2	-2	17	·	10	30	14	·	-4	-17
CN(C)S(=O)(=O)c1cccc(COC(=O)CN2CCCCCC2=O)c1	-14	-7	5	1	0	-25	-11	0	-9	5	-7
Cn1nc(C(=O)OCC(=O)N2CCc3ccccc32)c2ccccc2c1=O	-1	9	-11	-23	5	-17	-18	-4	2	1	5
CC(C)(C)c1ccc(C(=O)c2c[nH]c(C(=O)NCC3CCCO3)c2)cc1 (stereo not given)	6	20	10	-7	2	13	-71	1	-12	-87	-1
CCN(CC)C(=O)C(=O)c1cn(CC(=O)N2CCc3ccccc3C2)c2ccccc12	-19	-5	-1	-1	1	-11	16	3	1	10	9
CCOc1ccc(NS(=O)(=O)c2ccc(C(=O)NCC(c3ccccc3OC)N3CCCC3)cc2)cc1 (stereo not given)	-4	-4	-15	7	3	-19	8	15	2	3	5
CCOc1ccc(N2CC(=O)N(c3ccc(OCC)cc3)CC2=O)cc1	10	7	-1	-4	-1	-11	5	-7	7	13	5

For reference, part of the list above.
SMILES	CF NFkB block	Shn3 3UTR inh	TRAIL sens C8	TWEAK-Fn14 inh	NR2E3 ag-1	NR2E3 ag-2	Peg3 prom inh	KKLEB tox	TRPM1 prom inh	HIF-2a block	TROY NFkB inh
CCOc1ccc(NS(=O)(=O)c2ccc(C(=O)NCC(c3ccccc3OC)N3CCCC3)cc2)cc1 (stereo not given)	-4	-4	-15	7	3	-19	8	15	2	3	5
CCOc1ccc(N2CC(=O)N(c3ccc(OCC)cc3)CC2=O)cc1	10	7	-1	-4	-1	-11	5	-7	7	13	5
